Compound activity as filed in PubChem BioAssay.
FXIIa inh 1536: factor XIIa (human) inhibition | P00748 | purified FXIIa, Boc-QGR-AMC fluorogenic substrate, 2 h | inhibition, % at 5 µM | actives 0.3% (n = 220,000); in the data active means inhibition above about 40%;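 further: 0% = enzyme with no compound and 100% = blank without enzyme; many of its hits are not listed in these tables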
hK5 inh: blocks human kallikrein 5 protease activity | recombinant hK5, fluorogenic AMC substrate cleavage | actives 0.59% (n = 210,000) | inhibition, % at 5 µM;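 active means inhibition of 40% or more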;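 further: 0% = enzyme controls without compound and 100% = no-enzyme blanks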
Target sequence (Q9Y337 67-293 limits assumed): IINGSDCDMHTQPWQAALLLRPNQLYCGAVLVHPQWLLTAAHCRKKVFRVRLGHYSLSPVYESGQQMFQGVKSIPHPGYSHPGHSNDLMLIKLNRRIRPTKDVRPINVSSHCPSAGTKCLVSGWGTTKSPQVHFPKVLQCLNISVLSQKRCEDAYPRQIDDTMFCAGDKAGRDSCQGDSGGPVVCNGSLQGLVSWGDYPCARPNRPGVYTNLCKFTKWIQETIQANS
MDM2 E3 inh: inhibitors of human Mdm2 E3 ubiquitin ligase. cell-based MDM2 ubiquitination luciferase reporter, 2 h; 0 = plate control, 100 = twice control, blank-subtracted. Q00987. signal enhancement, % at 5 µM. actives 0.11% (n = 210,000). AID 1230;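 active means signal enhancement of 30% or more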;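 further: luminescence tracks abundance of the self-degrading MDM2-luciferase fusion protein; higher signal means inhibition of MDM2 E3 ligase activity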
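test system = mammalian cells stably expressing self-ubiquitinating, self-degrading MDM2 E3–luciferase fusion | quantity = 2000 cells/well | incubation = cell settling 4 h, compound treatment 2 h, both 37 °C | signal = luminescence with SteadyLite reagent, 15 min at room temperature | evaluation = % enhancement relative to plate controls after blank subtraction | benchmarks = plate controls and plate blanks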
14-3-3 Bad PPI: disrupts binding of bovine 14-3-3 zeta to phospho-Bad peptide; inhibition, % at 21.7 µM; TR-FRET 14-3-3zeta/Dy647-pBad peptide displacement, 1 h; actives 0.71% (n = 220,000);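 active means inhibition above about 70%, limit read from the data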;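 further: 0% = full 14-3-3 plus peptide FRET controls and 100% = background without 14-3-3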
Wee1 degr inh: inhibitors of human Wee1 degradation | P30291 | HeLa Luc-Wee1K328M stability, luciferase luminescence; 100% = proteasome inhibitor MG132 effect | reporter increase, % at 5 µM | actives 1.2% (n = 220,000);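 active means activation above the mean of all tested compounds plus 3 SD, set per screening run, cut at about 8.8% in these data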;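 further: cells exposed to compound for 20 h before luminescence read; 0% = DMSO alone and 100% = MG132 at 30 µM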
Target sequence (P30291 whole entry K328M): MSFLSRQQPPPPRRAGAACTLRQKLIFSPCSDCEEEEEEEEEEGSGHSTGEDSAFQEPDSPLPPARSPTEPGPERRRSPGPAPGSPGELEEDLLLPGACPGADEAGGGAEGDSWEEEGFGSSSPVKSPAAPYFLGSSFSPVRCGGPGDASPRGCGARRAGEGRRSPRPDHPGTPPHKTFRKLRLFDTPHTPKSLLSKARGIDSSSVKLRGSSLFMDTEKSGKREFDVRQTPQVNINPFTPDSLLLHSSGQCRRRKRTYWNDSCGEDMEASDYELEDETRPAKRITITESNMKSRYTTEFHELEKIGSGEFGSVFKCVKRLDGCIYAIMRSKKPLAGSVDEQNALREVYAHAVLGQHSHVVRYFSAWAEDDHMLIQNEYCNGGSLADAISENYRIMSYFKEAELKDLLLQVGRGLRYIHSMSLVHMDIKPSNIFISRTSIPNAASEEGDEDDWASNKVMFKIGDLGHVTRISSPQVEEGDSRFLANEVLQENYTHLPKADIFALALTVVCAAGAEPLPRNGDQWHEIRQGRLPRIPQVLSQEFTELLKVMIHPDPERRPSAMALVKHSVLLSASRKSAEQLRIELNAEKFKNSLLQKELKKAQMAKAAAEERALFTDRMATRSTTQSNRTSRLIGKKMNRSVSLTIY
Rad51 HR inh: blocks human Rad51 in homologous recombination; inhibition, % at 10 µM; AID 1385; actives 0.085% (n = 200,000); hRad51 DNA strand exchange, fluorescence dequenching; Q06609;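 active means inhibition above 40% at the single screening dose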;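 further: 0% = DMSO control wells and 100% = blanks with heterologous ssDNA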
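Read-out basis: percent inhibition relative to plate controls and blanks / Assay system: human Rad51 nucleoprotein filaments preassembled on unlabelled ssDNA / Timing: filaments 15 min 37 °C, then compound 30 min / Control set: per-plate controls and blanks / Technique: fluorescence dequenching at 485/520 nm / Compound: 10 µM final, single point / Also added: Fluorescein- and BHQ1-tagged 47-mer duplex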
p97 ATPase inh: inhibitors of human p97 ATPase | recombinant p97 ATPase, Kinase-Glo ATP luminescence, 3 h | P55072 | inhibition, % at 8 µM | AID 1481 | actives 0.42% (n = 220,000); in the data active means inhibition above about 15%;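 further: 0% = DMSO vehicle and 100% = wells lacking enzyme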
FXIa inh: blocks human coagulation factor XIa protease activity; actives 0.14% (n = 220,000); inhibition, % at 5 µM; purified FXIa, Boc-Glu-Ala-Arg-AMC fluorogenic substrate; P03951;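 active means inhibition of at least 40%; inactive means inhibition below 40%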;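 further: fluorescence of freed AMC excited at 355 nm; 0% = enzyme without compound and 100% = no enzyme blank; many of its hits are not listed in these tables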
eIF4E 4G PPI: inhibitors of eIF4E and eIF4G interaction in translation initiation; P63073+Q04637; TR-FRET eIF4E-eIF4GI(517-606) binding, 2 h; inhibition, % at 21.7 µM; actives 0.37% (n = 220,000); AID 782;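 active means inhibition above about 30%, limit read from the data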;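 further: 0% = full FRET control wells and 100% = background wells lacking eIF4GI fragment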
An asterisk follows results filed as active; . = not tested or not shown; [ ] = dose if it differs, or a comment.

item	smiles	FXIIa inh 1536	hK5 inh	MDM2 E3 inh	14-3-3 Bad PPI	Wee1 degr inh	Rad51 HR inh	p97 ATPase inh	FXIa inh	eIF4E 4G PPI
1	CCOC(=O)C1=C(C)NC(=O)NC1c1ccccc1 (stereo not drawn)	1	-8	.	6[fluorescence artefact?]	-2	3	8	-4	4
2	COc1ccc(C(=O)NNC(=O)CN2CCN(c3nc(-c4ccccc4)cs3)CC2)cc1	5	-17	-2	-2[fluorescence artefact?]	0	-5	-4	-2	2
3	CCO[C@H]1OC(C(=O)N2CCCCCCC2)=C[C@@H](C)[C@@H]1CCCO	8	2	.	-5	0	.	1	3	-1
4	COc1ccc(CC(=O)Nc2sc(Cc3ccccc3)c(C)c2C(N)=O)cc1	21	9	-10	5	-2	13	1	7	-1
5	Cc1cccc(C)c1NC(=O)CC(NCc1ccco1)C(=O)O (stereo not drawn)	2	6	5	5	-1	.	2	4	0
6	Cc1ccc(S(=O)(=O)N2CCCCC2)cc1NC(=O)COC(=O)C1CC2C=CC1C2 (stereo not drawn)	-4	11	-15	-13	3	-10	-7	-5	1
7	O=C(C1CCN(S(=O)(=O)c2ccc(F)cc2)CC1)N1CC=C(c2ccccc2)CC1	3	-26	-5	-2	0	4	3	0	-20
8	CN(C)CC(CCC(CN(C)C)C(=O)c1ccccc1)C(=O)c1ccccc1 (stereo not drawn)	16	4	-44	5	11*	-2	0	0	3
9	CN(C)C=C1C(=O)c2ccccc2C1=O	-8	9	-17	3[fluorescence artefact?]	-2	.	-2	-4	-3[fluorescence artefact?]
10	Oc1ccc(N=Nc2ccc3c(c2)OCO3)c2ccccc12	11	-20	.	2	1	1	8	2	-7
11	CCCSc1nnc2nc(C)cc(C)n12	16	-1	-19	-6	4	7	1	-9	-1
12	COC(=O)C1=C(C)N(c2cc(C)cc(C)c2)/C(=C/c2ccc(O)cc2)C1=O	10	2	19	-13	-1	6	3	3	-1
13	O=C(Nc1ccccc1)Nc1csc2ccccc12	12	3	-11	3	10*	-22	-3	1	-8
14	CCN(CC)c1ccc(NC(=O)COC(=O)/C=C/c2nc3ccccc3s2)cc1	6	-1	-1	-3	1	5	5	7	-3[fluorescence artefact?]
15	S=C(NCc1ccccc1)NNc1nc2ccccc2[nH]1	7	12	-2	-11	-3	-2	1	-1	-3
16	CCSc1nc(O)c(Cc2ccccc2)c(=O)[nH]1	8	-5	-9	6	1	5	0	1	-4
17	Cc1ccc(S(=O)(=O)N/N=C\c2cccnc2)cc1	13	-16	-7	-2	0	4	3	4	2[fluorescence artefact?]
18	O=C(c1ccc(-n2cnnn2)cc1)N1CCCCC1	12	-10	-16	-3[fluorescence artefact?]	1	6	-3	5	5[fluorescence artefact?]
19	COc1ccccc1NC(=O)Cn1c(=O)sc2ccccc21	20	-9	-7	32	2	1	0	8	4
20	CC(=O)Nc1sc(N/N=C/c2ccc(O)cc2)nc1-c1ccc(C)cc1	6	0	-14	8	0	.	10	2	-2
21	CCN(CC)c1ccc(C=Nc2ccc(C)cc2)c(O)c1	9	-3	-12	-4	4	-4	-7	5	0
22	Cc1cc(C)c2c(n1)sc1c(=O)n(Cc3ccc(F)cc3)cnc12	7	2	-12	0	0	0	-1	1	1
23	COc1cccc(C(=O)CN(C(=O)c2ccc(Cl)c(Cl)c2)N2C(=O)C3CCCCC3C2=O)c1 (stereo not drawn)	17	-3	-7	5	-2	5	0	2	-2
24	COCCCNC(=O)c1c(-c2ccccc2)noc1C	9	-1	.	-13	1	-6	-3	2	10
25	O=c1[nH][nH]c(-c2ccccc2)c1C=Nc1ccc(F)cc1F	11	-1	-7	-5	0	2	2	-2	-3

Another view of part of the listing above:
Order of values – FXIIa inh 1536	hK5 inh	MDM2 E3 inh	14-3-3 Bad PPI	Wee1 degr inh	Rad51 HR inh	p97 ATPase inh	FXIa inh	eIF4E 4G PPI
#1 CCOC(=O)C1=C(C)NC(=O)NC1c1ccccc1 (stereo not drawn)
    1	-8	.	6[fluorescence artefact?]	-2	3	8	-4	4
#2 COc1ccc(C(=O)NNC(=O)CN2CCN(c3nc(-c4ccccc4)cs3)CC2)cc1
    5	-17	-2	-2[fluorescence artefact?]	0	-5	-4	-2	2

(more compounds)
item	smiles	FXIIa inh 1536	hK5 inh	MDM2 E3 inh	14-3-3 Bad PPI	Wee1 degr inh	Rad51 HR inh	p97 ATPase inh	FXIa inh	eIF4E 4G PPI
26	COc1ccc(S(=O)(=O)Nc2c(C(=O)O)[nH]c3ccccc23)c(OC)c1	21	-7	-31	7[fluorescence artefact?]	1	-1	3	5	-6
27	CCCCN(C(=S)Nc1ccc(F)cc1)c1c(N)n(CCC)c(=O)[nH]c1=O	.	5	-10	3	0	-4	-1	0	2
28	O=C(/C=C/c1ccco1)Nc1ccc(Cl)c(S(=O)(=O)N2CCOCC2)c1	7	0	-19	2	0	-11	4	0	-1
29	Cc1nc(N2N=C3/C(=C/c4ccc(F)cc4)CCCC3C2c2ccc(F)cc2)sc1C(=O)N(C)C (stereo not drawn)	3	-20	-8	24	-2	.	-3	2	7
30	CC(C)C1OC2(C)OC(=N)C1(C#N)C(C#N)(C#N)C2c1ccccc1 (stereo not drawn)	5	-24	-6	4	17*	-16	0	-4	0[fluorescence artefact?]
31	COc1cc(NC(=O)c2ccco2)c(OC)cc1NC(=O)CCC(=O)Nc1cc(C)cc(C)c1	7	-23	-5	3	-1	-10	1	-11	-8
32	Cc1ccc(CNC(=O)C2CC2c2ccccc2)cc1 (stereo not drawn)	10	2	14	1[fluorescence artefact?]	0	4	2	27	5
33	COC(=O)c1ccc2c(c1)NC(=O)C(N(CC(C)C)CC(C)C)S2 (stereo not drawn)	0	-1	.	3	6	-32	1	-4	-2
34	O=C(OCn1nnc2ccccc2c1=O)c1cccnc1Cl	17	7	8	6	-2	0	1	-17	2
35	Cc1ccccc1N=C1c2cc([N+](=O)[O-])ccc2-c2ncccc21	12	-5	-1	17[fluorescence artefact?]	-2	1	2	10	1
36	FC(F)(F)c1cccc(Nc2nc(N3CCCC3)nc(N3CCCC3)n2)c1	10	.	-13	-12	-1	21	3	3	2
37	CC(C)(C)CC(C)(C)c1ccc(OCC(=O)N/N=C/c2ccc(S(=O)(=O)O)o2)cc1	2	1	-6	4	0	-11	1	0	9
38	CC(C)OC(=S)N/C(=N\S(=O)(=O)c1ccccc1)c1ccccc1	-6	1	17	17	-2	5	7	-1	6[fluorescence artefact?]
39	CCC(CO)NCc1ccccc1OC(C)C (stereo not drawn)	3	-2	0	-2	-5	0	4	-5	-1
40	COc1cccc(C2c3c(oc4cc(C)c(C)cc4c3=O)C(=O)N2CCCN(C)C)c1 (stereo not drawn)	20	-1	-26	7	-3	-1	0	9	1
41	COc1cccc(NC(=O)c2ccccc2-c2nc(-c3ccc(Cl)cc3)no2)c1	-8	5	-11	4	3	.	3	-8	3
42	CCCc1cc2c(=O)c(-c3ccc4c(c3)OCCO4)coc2cc1OC(=O)c1ccco1	13	-1	-21	0	-1	3	-3	3	-6
43	CCc1ccccc1NC(=O)CSc1nnc([C@@H](NC(=O)OC(C)(C)C)C(C)C)o1	29	-1	-3	-10	-2	10	1	11	8
44	C=C(C)Cn1c(SCC(=O)N/N=C/c2ccccc2)nc2ccccc2c1=O	7	2	-7	0	3	1	4	1	4
45	O=C1c2ccccc2NC(c2cccc(O)c2)N1Cc1ccco1 (stereo not drawn)	4	-2	-11	-18	-1	5	8	2	3
46	COCc1nc(-c2ccc(-c3ccc(C)cc3)nc2OC)no1	19	3	-2	6	3	-5	-7	6	4
47	CCc1cc2c(C)cc(=O)oc2cc1OC(=O)C1CCCN1C(=O)OC(C)(C)C (stereo not drawn)	14	-16	-1	1	1	3	-1	1	1
48	COc1ccc(C(CCNCc2ccccc2)c2ccc(F)cc2)cc1 (stereo not drawn)	6	-5	-12	-2	-3	1	6	22	5
49	Cc1ccc(N(C(=O)c2ccco2)C2C=CS(=O)(=O)C2)cc1 (stereo not drawn)	14	3	-9	-5	0	-2	6	4	-2
50	C#CCOCCOCCOCCNc1nc(N2CCN(C(=O)C(Cc3ccc(O)cc3)n3cc(C(N)C(C)CC)nn3)CC2)nc(N2CCN(C(=O)C(Cc3ccc(O)cc3)n3cc(C(N)C(C)CC)nn3)CC2)n1 (stereo not drawn)	2	-5	.	11	-1	1	6	-10	2

By substructure: the compounds so far with fluorine (7)
item	smiles	FXIIa inh 1536	hK5 inh	MDM2 E3 inh	14-3-3 Bad PPI	Wee1 degr inh	Rad51 HR inh	p97 ATPase inh	FXIa inh	eIF4E 4G PPI
7	O=C(C1CCN(S(=O)(=O)c2ccc(F)cc2)CC1)N1CC=C(c2ccccc2)CC1	3	-26	-5	-2	0	4	3	0	-20
22	Cc1cc(C)c2c(n1)sc1c(=O)n(Cc3ccc(F)cc3)cnc12	7	2	-12	0	0	0	-1	1	1
25	O=c1[nH][nH]c(-c2ccccc2)c1C=Nc1ccc(F)cc1F	11	-1	-7	-5	0	2	2	-2	-3
27	CCCCN(C(=S)Nc1ccc(F)cc1)c1c(N)n(CCC)c(=O)[nH]c1=O	.	5	-10	3	0	-4	-1	0	2
29	Cc1nc(N2N=C3/C(=C/c4ccc(F)cc4)CCCC3C2c2ccc(F)cc2)sc1C(=O)N(C)C (stereo not drawn)	3	-20	-8	24	-2	.	-3	2	7
36	FC(F)(F)c1cccc(Nc2nc(N3CCCC3)nc(N3CCCC3)n2)c1	10	.	-13	-12	-1	21	3	3	2
48	COc1ccc(C(CCNCc2ccccc2)c2ccc(F)cc2)cc1 (stereo not drawn)	6	-5	-12	-2	-3	1	6	22	5

Rows are unselected. Share with any hit: about 3.5%.
